# Compound activity from PubChem.
# HSF-1 act: HSF-1 activators, primary screen, NIH3T3-HGL cells, MG132 stress, luminescence, single point. NIH3T3-HGL HSF-1 luciferase reporter, 8 h; 100% = twice DMSO control signal. activation, % at 9 µM. actives 1.7% (n = 300,000). AID 504408, 2011;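 active means mean replicate activation of at least 50% with a set share of replicates each reaching 50%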;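 further: 0% = median of the neutral control wells and 100% = twice that signal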
# HDAC3 inhib: HDAC3 deacetylase inhibitors, primary screen, biochemical, fluorescence, cell-free homogeneous | Histone deacetylase 3 (Homo sapiens), O15379 | recombinant HDAC3, fluorogenic peptide/trypsin coupled | inhibition, % at 8.3 µM | actives 0.15% (n = 320,000); in the data active means inhibition above about 26%, passing the limit was not always enough
# Target sequence (O15379 whole entry, looked up): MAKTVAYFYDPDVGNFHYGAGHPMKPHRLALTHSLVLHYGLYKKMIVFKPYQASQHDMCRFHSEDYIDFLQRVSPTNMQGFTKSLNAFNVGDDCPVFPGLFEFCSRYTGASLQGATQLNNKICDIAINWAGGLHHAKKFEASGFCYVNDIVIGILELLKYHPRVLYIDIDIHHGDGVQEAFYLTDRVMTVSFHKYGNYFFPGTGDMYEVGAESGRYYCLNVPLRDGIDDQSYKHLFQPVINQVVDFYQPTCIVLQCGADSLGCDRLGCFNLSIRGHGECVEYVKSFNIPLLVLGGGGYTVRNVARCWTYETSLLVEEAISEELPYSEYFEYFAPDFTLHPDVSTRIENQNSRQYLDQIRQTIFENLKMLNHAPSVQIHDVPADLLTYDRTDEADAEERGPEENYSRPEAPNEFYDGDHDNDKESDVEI
# Dyrk1A ADPGlo: rat Dyrk1A kinase inhibitors, primary screen, biochemical, single point, plate reader; Dual specificity tyrosine-phosphorylation-regulated kinase 1A (Rattus norvegicus), Q63470; ADP-Glo luminescence, NFATc1 peptide; inhibition, % at 12.5 µM; actives 0.43% (n = 310,000); in the data active means inhibition above about 50%;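 further: plate controls were vehicle with enzyme for no effect and no enzyme for full effect; many of its hits are not listed in these tables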
# GSK3 alpha inh: blockers of GSK3A enzyme activity – biochemical, luminescence, cell-free homogeneous, HTS, primary screen; Glycogen synthase kinase-3 alpha (Homo sapiens), P49840; GSK-3 alpha kinase, ADP-Glo luminescence, 60 min; inhibition, % at 10 µM; actives 0.1% (n = 320,000); AID 2650, 2010;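 in the data active means inhibition above about 50%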;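 further: GST-tagged GSK-3 alpha with peptide substrate and 25 µM ATP; 0% = DMSO neutral wells and 100% = GW8510 positive control wells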
# Target sequence (P49840 whole entry, looked up): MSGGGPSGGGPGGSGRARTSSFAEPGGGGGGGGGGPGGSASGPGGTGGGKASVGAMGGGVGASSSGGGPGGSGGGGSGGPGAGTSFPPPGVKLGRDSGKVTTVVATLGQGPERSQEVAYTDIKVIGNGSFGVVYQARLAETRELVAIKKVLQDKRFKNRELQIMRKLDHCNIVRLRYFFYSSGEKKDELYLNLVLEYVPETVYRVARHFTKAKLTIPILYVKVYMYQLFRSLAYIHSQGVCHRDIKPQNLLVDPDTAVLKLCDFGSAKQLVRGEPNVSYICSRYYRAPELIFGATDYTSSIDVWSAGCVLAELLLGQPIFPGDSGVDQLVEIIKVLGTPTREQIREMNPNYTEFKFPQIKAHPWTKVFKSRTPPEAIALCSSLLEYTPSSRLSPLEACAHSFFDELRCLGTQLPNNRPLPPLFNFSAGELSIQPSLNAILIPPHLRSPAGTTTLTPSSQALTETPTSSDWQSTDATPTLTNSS
# PolyA inh: polyadenylation inhibitors in yeast reporter cells, primary screen, luminescence, S. cerevisiae; S. cerevisiae SKY197-pL101 polyadenylation reporter, beta-gal luminescence; efflux-impaired pdr1/pdr3 knockout yeast; score 100 = 6 SD above DMSO; calls only at 12 µM; actives 0.02% (n = 300,000); AID 1875, 2009;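 active means lowest replicate activity score at least 50, where 100 means six control SD above control mean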;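 further: yeast exposed to compound for 9 h at 30 °C; higher score means more reporter readthrough which indicates perturbed polyadenylation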
# AI-2 QS mod: Vibrio harveyi AI-2 quorum sensing modulators, primary screen, JMH597 strain, luminescence/OD600 ratio. Vibrio harveyi JMH597 AI-2 luminescence/OD600 ratio, 9 h; active compounds read low; strain lacks LuxN and CqsS sensors; 0 = neutral-control median. activity change, % at 7.5 µM. actives 0.4% (n = 300,000). AID 2094, 2009; in the data active means activity change below about -75%, passing the limit was not always enough;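 further: luminescence divided by OD600 gain over 9 h not by final OD600 alone; inactives centre near 13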
# HSF1 inh: HSF1 inhibitors in luciferase reporter cells, primary screen, cell-based, NIH3T3, luminescence; NIH3T3-HGL HSE-luciferase, MG132-induced, luminescence 8 h; active compounds read low; actives 0.77% (n = 300,000); activity change, negative = inhibition, % at 7.5 µM (by protocol);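 active means more than half of replicate wells show activity change below -50%, luminescence cut by over half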;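 further: luciferase reports HSF-1 transcriptional activity via heat shock element; 0% = median of DMSO wells and -100% = zero luminescence signal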
# HSP90 refold inh: HSP90 inhibitors, primary screen, cell lysate, luminescence; Heat shock protein HSP 90 (rabbit reticulocyte lysate; luciferase refolding); Rabbit reticulocyte lysate, luciferase refolding luminescence, 3 h; inhibition, % at 5.6 µM; actives 0.91% (n = 290,000); AID 1789, 2009;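 active means inhibition above the screen-wide mean plus 3 SD, computed separately per campaign, cut at about 16% in these data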;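 further: 0% = DMSO wells and 100% = 60 µM geldanamycin wells; inhibitors lower the luminescence because luciferase stays unfolded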
# Platelet DG rel: inhibitors of platelet dense granule secretion, primary screen, cell-based, MLPCN, human platelets; human platelet-rich plasma, SFLLRN dense granule ATP release, luminescence; inhibition, %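 (compounds screened at 7.5 µM in platelet-rich plasma)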; actives 0.22% (n = 300,000);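 active means mean replicate score, as percent of positive control, at or above 50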
# GSK3B inh: human GSK3beta kinase inhibitors, primary screen, biochemical, cell-free homogeneous, HTS | actives 0.038% (n = 300,000) | AID 2097, 2009 | GST-GSK3beta kinase, ADP-Glo luminescence, 60 min; active compounds read low | activity score (negative = inhibition), % at 10 µM;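 active means more than half of replicate wells score below -50%, meaning over 50% inhibition versus plate controls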;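 further: 0% = median DMSO wells and -100% = median GW8510 positive control wells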
#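 Assay system: GST-tagged human GSK3beta kinase, cell-free; Input: 1.6 ng GSK3beta; Medium: Tris/MgCl2 kinase buffer; Timing: 60 min enzyme reaction, room temperature; Signal: ADP-Glo luminescence quantifying ADP generated by kinase; Evaluation: score relative to plate controls; Benchmarks: DMSO neutral wells and GW8510 at 20 µM as positive.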
# The depositor's hits bear a star; i = inactive; . = no result given. These rows are one share of the data; the hit share may differ from the screen's.
SMILES,HSF-1 act,HDAC3 inhib,Dyrk1A ADPGlo,GSK3 alpha inh,PolyA inh,AI-2 QS mod,HSF1 inh,HSP90 refold inh,Platelet DG rel,GSK3B inh
CN1CCN(Cc2ccc(N)cc2)CC1,-59,-1,-4,2,i,6,.,4,-10,4
COCCOC(=O)C1=C(C)OC(N)=C(C(=O)OC)C12C(=O)Nc1ccccc12 (stereo not given),21,0,5,-1,i,30,4,3,1,-1
COc1ccccc1C1=NCc2nnc(C)n2-c2ccc(Cl)cc21,-5,-1,.,1,i,3,5,-3,-9,1
CCN1CCN(C(=O)COc2ccc(S(=O)(=O)N3CCOCC3)cc2Cl)CC1,22,1,-7,0,i,.,-5,-1,1,.
CC[N+](CC)(CC)CC,15,-6,9,0,i,4,2,.,9,2
Cc1cccc(-n2c(O)c(/C=C3/C(c4ccccc4)=Nc4ccccc43)c(=O)[nH]c2=O)c1,5,-2,60*,3,i,56,-2,-1,-13,1
O=C(NC1CCCCC1)N1C[C@H]2C[C@@H](C1)c1cccc(=O)n1C2,1,4,3,-2,i,11,-3,3,-3,1
CN1C(=O)C(C2c3ccccc3C(=O)N2Cc2ccc([N+](=O)[O-])cc2)C(=O)N(C)C1=O (stereo not given),-6,-1,-5,-3,i,13,3,-4,10,3
CC(=O)O[C@H]1CCC2C3CCC4=CC(=O)CCC4=C3C=C[C@@]21C (stereo not given in full),-10,1,-1,-1,i,30,-2,1,-3,-2
CSc1ccc(C(=O)C2CCCN(CCCn3cccn3)C2)cc1 (stereo not given),-18,12,3,0,i,6,-3,-2,3,-2

# Arranged by number of heavy atoms (smallest number first): part of the list above.
SMILES,HSF-1 act,HDAC3 inhib,Dyrk1A ADPGlo,GSK3 alpha inh,PolyA inh,AI-2 QS mod,HSF1 inh,HSP90 refold inh,Platelet DG rel,GSK3B inh
CN1CCN(Cc2ccc(N)cc2)CC1,-59,-1,-4,2,i,6,.,4,-10,4
CC(=O)O[C@H]1CCC2C3CCC4=CC(=O)CCC4=C3C=C[C@@]21C (stereo not given in full),-10,1,-1,-1,i,30,-2,1,-3,-2
CSc1ccc(C(=O)C2CCCN(CCCn3cccn3)C2)cc1 (stereo not given),-18,12,3,0,i,6,-3,-2,3,-2

# Following part
SMILES,HSF-1 act,HDAC3 inhib,Dyrk1A ADPGlo,GSK3 alpha inh,PolyA inh,AI-2 QS mod,HSF1 inh,HSP90 refold inh,Platelet DG rel,GSK3B inh
Cc1c(C(=O)Nc2ccccc2)cc(-c2ccccc2)n1CCCN1CCOCC1,3,-4,.,-2,i,15,-3,3,-1,4
CN1CCN(C(=O)COc2ccc(Oc3ccccc3)cc2)CC1,9,-2,-1,-1,i,24,3,-5,-15,0
C[C@]12CC[C@H]3[C@@H](CCC4=CC(=O)CC[C@@]43O)[C@@H]1CCC2=O,-3,7,2,3,i,-9,-7,1,4,-1
Cc1sc2ncn(CC(=O)NCCCC(=O)N3CCC4(CC3)OCCO4)c(=O)c2c1C,.,-1,5,-5,.,.,.,-1,.,.
C[C@]1(O)CCC2C3CC[C@@H]4CC(=O)CC[C@]4(C)C3CC[C@@]21C (stereo not given in full),-1,0,1,-3,.,.,-1,.,.,.
CC(C)c1cc(Br)c(NC(=O)Nc2cccnc2)c(Br)c1,3,-2,0,1,i,10,2,-1,-1,2
O=C(COC(=O)c1ccccc1)Nc1ccc(Cl)cc1C(=O)c1ccccc1,-10,5,2,-2,i,12,-6,0,4,-4
CC(NCc1ccc(Cl)c(Cl)c1)C(O)c1ccccc1 (stereo not given),-5,-1,0,-1,i,15,0,0,-1,1
CC(=O)Nc1ccc(C(=O)OCC(=O)Nc2ccc(Cl)cc2C(=O)c2ccccc2)cc1,6,4,-1,2,i,15,-2,2,2,3
CC(C)n1c(=O)c(C=Nc2ccc(S(N)(=O)=O)cc2)c(O)n(Cc2ccco2)c1=O,-4,3,1,4,i,30,0,-4,-6,6
COc1cccc(OC)c1CN1CCCC(C(=O)c2cccc(Cl)c2)C1 (stereo not given),6,-9,9,1,i,14,-7,-2,10,1
CCOC(=O)c1c(C)n(Cc2ccccc2)c2ccc(OCC(O)CNC(C)(C)C)cc12 (stereo not given),-9,0,1,1,i,0,-2,2,5,-3
CCOC(=O)C1(CCc2ccccc2)CCN(Cc2ccc3c(c2)OCCO3)CC1,2,14,2,3,i,18,-5,1,5,3
O=C(c1ccccc1)N1CCC2(CC1)OCCO2,2,4,-4,-1,i,16,0,-3,-8,-19
CC(Cc1ccccc1)NC(=O)/C=C/C(=O)O (stereo not given),6,9,-3,3,i,15,4,-2,-3,-2
COc1cc(C(=S)N2CCOCC2)cc(OC)c1OC(=O)Cc1ccccc1,14,0,-5,0,i,3,12,-2,-6,-1
Cc1cc(NC(=O)COC(=O)c2c(C)nn(Cc3ccccc3Cl)c2C)no1,14,3,-3,1,i,0,-2,0,4,-4
CCOC(=O)C1=C(C)OC(N)=C(C#N)C12C(=O)N(C)c1ccccc12 (stereo not given),-10,-2,-3,-3,i,16,-10,-6,28,-4
Cc1ccc(-n2c(O)c(C=NC3CCCC3)c(=O)[nH]c2=O)c(C)c1,5,-1,1,20,i,26,5,1,-13,0
C/C=C(\C)C(=O)N[C@@H](c1ccccc1)[C@@H](O)C(=O)O[C@H]1C[C@@]2(O)[C@@H](OC(=O)c3ccccc3)C3[C@](C)(C(=O)[C@H](OC(C)=O)C(=C1C)C2(C)C)[C@H](O)C[C@H]1OC[C@@]31OC(C)=O (stereo not given in full),-6,6,-7,0,i,-6,-8,-4,-7,-1
Cc1ccc(NC(=O)CCNC(=O)N2C[C@H]3C[C@@H](C2)c2cccc(=O)n2C3)c(C)c1,6,4,1,1,i,5,3,3,1,3
O=C(Cc1ccccc1)N1CCN(CCCc2ccccc2)CC1,-7,-2,3,-3,i,6,-2,-6,-2,1
CCc1ccccc1N1C(=O)/C(=C/c2ccc(N3CCN(C)CC3)o2)C(=O)NC1=S,1,.,-6,4,i,5,-5,0,6,0
COc1cccc(-c2nc(CS(=O)CC(=O)N3CCC4(CC3)OCCO4)c(C)o2)c1 (stereo not given),13,1,-2,-2,i,12,-1,-1,-4,1
c1cc2c(cc1CCNC1C3CC4CC(C3)CC1C4)OCO2 (stereo not given),12,-1,-14,5,i,57,0,1,0,-1
CCCC[N+]12CCC(CC1)C(C(O)(c1ccccc1)c1ccccc1)C2 (stereo not given),-71,1,-3,-28,i,11,-65*,3,2,0
N#Cc1cc(F)c(N2CCNCC2)cc1Cl,-7,-2,5,2,i,5,5,10,0,-15
Cc1nc2c(-c3ccc(F)cc3)c(C)nn2c(C)c1CCC(=O)N1CCC2(CC1)OCCO2,5,9,0,-3,i,2,0,-1,0,3
CC(O)(CS(=O)(=O)c1cccc(C(F)(F)F)c1)C(=O)Nc1cccc(C(F)(F)F)c1 (stereo not given),6,-1,-2,-4,i,16,4,-1,4,2
O=c1c2ccccc2nc(-c2ccccc2Cl)n1-c1cccc(O)c1,1,3,18,3,i,1,1,0,2,-1
Cc1ccsc1C(=O)C1CCCN(Cc2ccccc2O)C1 (stereo not given),58*,-4,5,1,i,25,20,-3,4,-1
Cc1cccc(N=Cc2c(O)n(C)c(=O)n(C)c2=O)c1,10,3,3,3,i,6,-3,-1,0,3
CC(=O)Nc1ccccc1C(=O)OCC(=O)Nc1ncccn1,1,-8,0,1,i,34,1,0,16,2
C=CCn1c(O)c(C(CC)=NCC2CCCO2)c(=O)[nH]c1=O (stereo not given),65*,0,1,16,i,16,30,0,-21,14
COc1ccc(N=C2SCCCN2C)cc1,32,4,-2,-2,.,12,9,-1,0,-2
O=c1c2ccccc2nc(/C=C/c2ccc3c(c2)OCO3)n1-c1ccccc1,12,3,0,0,i,-6,6,-5,-57,-1
CCC(=NCCCN1CCOCC1)c1c(O)n(Cc2ccccc2)c(=O)[nH]c1=O,16,8,-1,1,i,1,12,3,-9,1
COc1c(C)cc(C(=O)C2CCCN(Cc3cccc(O)c3)C2)cc1C (stereo not given),-5,0,-5,-1,i,15,-14,0,18,-1
CCCCNc1ccncc1S(=O)(=O)NC(=O)NC(C)C,-7,9,-9,0,i,11,-9,-2,6,-2
Cc1cc(NC(=O)CCl)no1,-15,-3,-7,0,i,1,-4,2,-6,3
COc1cc2c(cc1C=O)OCO2,9,-6,0,-1,i,16,-1,-1,9,6
C=Cn1ccnc1P(=S)(c1nccn1C=C)C1CCCCC1,4,1,5,-1,i,16,-5,-2,-2,0
Cc1cc(N2C(=O)C3CCCN3C2c2ccccc2)no1 (stereo not given),5,9,-2,-3,i,9,1,0,4,-4
Cc1ccc(-c2nc3ccccc3c(=O)n2-n2cccc2)cc1,1,-3,1,1,i,-1,1,5,1,-2
Cc1ccc2[nH]c(=S)n(-c3cccnc3)c(=O)c2c1,3,7,2,-1,i,34,0,5,0,0
Clc1ccccc1C1=NCc2nncn2-c2sc(Br)cc21,-6,-20,.,-2,i,13,-4,.,2,1
Cn1nc(N)c2c1N=P(N1CCOCC1)(N1CCOCC1)N=C2c1ccccc1,8,-2,0,-2,i,22,-9,3,0,-1
CCN1C[C@@]2(COC)C3[C@@H](OC)[C@H]4[C@@H]1[C@@]3(C1C[C@H]3[C@H](O)C1[C@]4(O)C[C@H]3OC)[C@@H](OC)C[C@H]2O (stereo not given in full),7,-3,8,2,i,4,-6,.,6,3
CCn1c(O)c(C=Nc2ccc(N3CCOCC3)c(Br)c2)c(=O)n(CC)c1=S,-72,-1,0,1,i,35,-67*,-4,2,1
C=CCn1c(O)c(/C=N/N2CCCCC2)c(=O)[nH]c1=O,-7,4,-4,4,i,.,0,1,1,-4
# More structures:
SMILES,HSF-1 act,HDAC3 inhib,Dyrk1A ADPGlo,GSK3 alpha inh,PolyA inh,AI-2 QS mod,HSF1 inh,HSP90 refold inh,Platelet DG rel,GSK3B inh
Cc1ccccc1CN1CCNCC1,-13,2,-3,0,i,0,-1,1,-3,-1
CCCc1nc2ccccc2c(=O)n1-c1ccc(O)cc1,19,-3,1,0,i,2,19,3,-1,0
COC(=O)C1=C(c2ccccc2)C[C@@H]2CC[C@H]1N2C(=O)NC1CCCCC1,-4,1,8,-1,i,-5,-1,.,1,0
CCCCn1c(=O)c(C=Nc2cc([N+](=O)[O-])ccc2OC)c(O)n(CCCCl)c1=O,-9,4,-47,-1,i,37,-3,3,-2,0
CCC(C)C12CN3CCN(CC(C)(C3)C1=O)C2 (stereo not given),13,0,3,-6,i,15,-2,5,-3,4
Cc1nc2ccsc2c(=O)n1-c1ccccc1Cl,-18,-8,.,-2,i,12,-7,.,8,1
